# Compound activity from PubChem.
# CSM14.1 death rescue = protection against thapsigargin-triggered cell killing – 384-well, CSM14.1, ATP luminescence, primary screen (AID 1222); CSM14.1 thapsigargin-induced death rescue, ATP luminescence; higher % means a stronger effect; cellular ATP content (survival), % at 20 µM, or EC50 in µM where a hit was titrated; 190,000 tested, under 10 active;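 active = EC50 below 50 µM in the dose-response confirmation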;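 also: death triggered by thapsigargin at about 15 µM added after 2 h compound pretreatment; cell ATP read after overnight thapsigargin exposure of roughly 18 to 22 hours; normalized against plate controls of thapsigargin alone and 5% DMSO vehicle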
# UTI89 phage lysis = protection from phage-mediated lysis, alamar blue read-out – E. coli UTI89, K1F phage, bacterial capsule biogenesis inhibitors (AID 488966); actives 0.02% (n = 340,000); E. coli UTI89 K1F phage lysis, alamar blue, 2 h; higher % means a stronger effect; one-dose inhibition, % at 100 µM; IC50 in µM for titrated hits;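 active = phage lysis inhibition, versus mean bacterial control, above a set limit; inconclusive = no clear call, values can overlap the other calls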;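 also: capsule biogenesis inhibitors block K1F phage lysis so surviving cells raise fluorescence; higher fluorescence means more inhibition of phage lysis; actives were called in the ten point dose series up to 300 µM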
# Dengue-2 NS5 capping = flavivirus cap methylation enzyme inhibition – biochemical, confirmation dose response, primary screen (AID 588689). actives 0.3% (n = 340,000). inhibition, % at 25 µM, or IC50 in µM where a hit was titrated. Dengue-2 NS5 methyltransferase capping enzyme assay, biochemical; higher % means a stronger effect; in the data active = a potency from the dose series; inconclusive = inhibition above about 29% without an active follow-up result
# Yfh1-depleted yeast = enhancers of respiration in Yfh1-depleted yeast, dose response, Friedreich's ataxia, plus single-dose screen (AID 1465); S. cerevisiae Yfh1-off respiration, WST-1 reduction, 72 h; higher fold induction means a stronger effect; actives 0.074% (n = 220,000); fold induction at 50 µM; hits with a dose series show EC50 in µM;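 active = fold induction of absorbance versus untreated yeast above a set limit, then at least 30% activation at any dose in follow-up; inconclusive = repeats straddling the limit, or above it without dose testing; inactive = fold induction below the set limit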;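 also: activators that raise dye reduction in frataxin-depleted yeast; strong numbers were not always called active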
# WT yeast gro inh = growth inhibition of WT yeast, mitochondrial fusion screen | mitochondrial fusion phenotypic screen, WT strain | actives 2.1% (n = 190,000) | inhibition, % at 10 µM | AID 1362; in the data active = inhibition above about 58%; tested in S. cerevisiae
# RSV antiviral HEp-2 = RSV antiviral activity via CPE protection, HEp-2 cells, primary 10 µM value included (AID 2391); HEp-2 cells, RSV-induced CPE inhibition; higher % means a stronger effect; one-dose CPE inhibition, % at 10 µM; IC50 in µM for titrated hits; actives 0.13% (n = 310,000); in the data active = a potency from the dose series; inconclusive = CPE inhibition mostly from about 23% at the one dose, without a potency; inactive = the rest, 99 in 100 with CPE inhibition below about 21%; also: strong numbers were not always called active
# SV40 large T antigen = TAg ATPase/helicase activity blockers – biochemical (AID 1903). SV40 large T antigen ATPase/helicase inhibition assay; higher % means a stronger effect. actives 0.39% (n = 310,000). inhibition, % at 20 µM, or IC50 in µM where a hit was titrated; in the data active = a potency from the dose series; inconclusive = inhibition mostly from about 32% at the one dose, without a potency; inactive = the rest, 99 in 100 with inhibition below about 32%; also: strong numbers were not always called active
# West Nile virus CPE = inhibition of WNV-induced cytopathic effect – cell-based, CPE readout (AID 1621) | West Nile virus-infected cells, CPE inhibition; higher % means a stronger effect | CPE inhibition, % at 10 µM; hits with a dose series show IC50 in µM | actives 0.02% (n = 290,000); in the data active = a potency from the dose series; inconclusive = CPE inhibition mostly from about 3.7% at the one dose, without a potency; inactive = the rest, 99 in 100 with CPE inhibition below about 2.2%; also: strong numbers were not always called active
# XIAP displacement = XIAP antagonists, biochemical, IAP family, fluorescence polarization (AID 1018) | actives 0.007% (n = 200,000) | one-dose displacement, % at 20 µM; IC50 in µM for titrated hits | XIAP BIR domain, fluorescence polarization peptide displacement; higher % means a stronger effect; in the data active = displacement above about 50%; also: a part of the inactive calls stands beside numbers as strong as those of hits
# WT yeast gro inh mutant strain = further read-out of WT yeast gro inh, marked with its call; inhibition, %; mitochondrial fusion phenotypic screen, mutant strain inhibition
# Dengue-2 NS5 capping pilot replicate = recorded beside Dengue-2 NS5 capping, whose call it bears; inhibition, %; measured here: pilot screen replicate inhibition
# Numbers without * were called inactive; i = inactive; ? = inconclusive; nt = not tested or not shown; [ ] = another dose, or the depositor's remark.
SMILES,CSM14.1 death rescue,UTI89 phage lysis,Dengue-2 NS5 capping,Yfh1-depleted yeast,WT yeast gro inh,WT yeast gro inh mutant strain,RSV antiviral HEp-2,SV40 large T antigen,West Nile virus CPE,XIAP displacement,others
COC(=O)CCCC1=CC2=CC(=O)C(C)(OC(=O)c3cccs3)C(=O)C2=CN1CCN1CCOCC1 (stereo unspecified),nt,1.2%,10%,i,nt,nt,1.1%,24%,0.5%,nt,
CCOC(=O)C1CCN(C(=O)c2[nH]c3ccc(OC)cc3c2C)CC1,nt,0.0%,-8%,nt,nt,nt,3.2%,23%,0.3%,nt,
Nc1nc(C2C(=O)CCCC2=O)cs1,-2.3%,2.1%,40%,i,-1,-10,1.8%,17%,0.2%,-3.3%,
COc1ccc(/C=N/OCC(=O)NCC(C)C)c(OC)c1,0.7%,0.4%,-1%,i,-11,10,3.3%,7%,-0.6%,-11%,
N=c1c2c(-c3ccccc3)c(-c3ccccc3)n(Cc3ccco3)c2ncn1CCN1CCOCC1,-4.8%,0.0%,2%,i,nt,nt,-0.2%,13%,-0.4%,0.8%,
Cc1ccc(S(=O)(=O)N/N=C2/CC(c3ccccc3)Oc3ccccc32)cc1 (stereo unspecified),-0.4%,3.7%,-2%,i,18,0,2.5%,0%,-0.1%,-5.5%,
CCOCCCNc1ncnc2c1nc1n2CCCC1,nt,-0.2%[50 µM],-5%,nt,nt,nt,0.5%,1%,-0.1%,nt,
CC(=O)N(C)c1ccc(NC(=O)Nc2ccccc2C)cc1,-2.5%,0.1%,14%,i,14,6,0.1%,7%,-0.4%,-5.5%,
Cc1cc(NC(=O)CSc2nnc(-c3ccccc3)n2Cc2ccco2)no1,0.5%,-0.3%,-7%,i,-7,-14,0.9%,1%,0.0%,-6.0%,
COc1ccc(/C=C(/NC(=O)c2ccccc2Cl)C(=O)O)cc1,-0.9%,0.3%,-3%,i,2,4,2.0%,9%,0.5%,-3.3%,
CCC(C)NC(=O)c1ccc(NS(=O)(=O)c2ccc3[nH]c(=O)[nH]c3c2)cc1 (stereo unspecified),nt,-0.3%,-5%,nt,nt,nt,1.8%,1%,0.3%,nt,
COC(CNC(=O)c1c[nH]c2ccc(S(=O)(=O)N(C)c3ccc(F)cc3)cc2c1=O)OC,nt,-0.1%,1%,nt,nt,nt,1.9%,12%,0.5%,nt,
COc1cc(C(=O)NC2CCN(Cc3nnnn3Cc3cccs3)CC2)cc(OC)c1OC,1.9%,0.6%,-6%,i,-13,-23,-1.1%,3%,-0.5%,-5.8%,Dengue-2 NS5 capping pilot replicate=-1.2
Cc1ccn2c(=O)c(NC(=O)c3cccs3)c(C)nc2c1,nt,0.3%[50 µM],-9%,nt,nt,nt,-1.1%,14%,nt,nt,
N/C(=N\S(=O)(=O)c1cc(C(F)(F)F)cc(C(F)(F)F)c1)c1ccc(Cl)cc1,nt,0.1%,-6%,i,nt,nt,nt,5%,-1.5%,nt,
O=C(CCCC(=O)OCC(Cl)=C(Cl)Cl)Nc1ccccc1,-2.5%,3.6%,1%,i,10,1,0.6%,-2%,0.0%,-1.5%,
C/C=C/Cn1c(Br)nc2c1c(=O)[nH]c(=O)n2C,nt,1.7%,-5%,i,-7,-35,12%,1%,0.8%,-1.1%,
CCC(=O)N(Cc1cc2ccccc2[nH]c1=O)c1ccc(OC)cc1,-0.5%,1.0%,1%,i,-16,1,4.2%,10%,-0.6%,1.4%,
Cc1nnsc1C(=O)N1CCC(CO)(Cc2ccccc2Cl)CC1,nt,-0.2%,-6%,i,nt,nt,-0.2%,15%,-0.2%,nt,
O=C(Nc1ccncc1)c1ccc(-c2ccccc2)cc1,-1.7%,0.2%,-11%,i,2,-2,-1.2%,5%,-0.4%,-3.7%,
COCc1ccc(CN2CCC(N3CCC(C(=O)N4CCCC4)CC3)CC2)o1,nt,0.1%,-4%,nt,nt,nt,-0.2%,8%,-0.3%,nt,
O=C(NCc1ccc(Cl)cc1Cl)C1CCN(S(=O)(=O)c2ccc3c(c2)OCCCO3)CC1,0.0%,0.2%[50 µM],-3%,i,1,-1,0.4%,8%,-1.4%,-3.7%,
C=CCn1c(O)c(N=NC(=S)Nc2ccc(OC)cc2)c2ccccc21,-0.5%,0.2%,-13%,i,4,-16,2.6%,7%,-1.5%,3.0%,
O=C1CC(N2CCN(Cc3ccc4c(c3)OCO4)CC2)C(=O)N1Cc1ccc(N2CCCC2=O)cc1 (stereo unspecified),2.5%,-0.5%,-2%,i,4,-12,0.8%,2%,-0.5%,-6.3%,
CC1(C)N=C(N)NC(Nc2ccc(Br)cc2)=N1,0.3%,-0.5%,3%,i,-14,-22,1.8%,2%,-0.2%,-1.1%,Dengue-2 NS5 capping pilot replicate=0.3

# A portion from further up:
SMILES,CSM14.1 death rescue,UTI89 phage lysis,Dengue-2 NS5 capping,Yfh1-depleted yeast,WT yeast gro inh,WT yeast gro inh mutant strain,RSV antiviral HEp-2,SV40 large T antigen,West Nile virus CPE,XIAP displacement,others
O=C(CCCC(=O)OCC(Cl)=C(Cl)Cl)Nc1ccccc1,-2.5%,3.6%,1%,i,10,1,0.6%,-2%,0.0%,-1.5%,
C/C=C/Cn1c(Br)nc2c1c(=O)[nH]c(=O)n2C,nt,1.7%,-5%,i,-7,-35,12%,1%,0.8%,-1.1%,
CCC(=O)N(Cc1cc2ccccc2[nH]c1=O)c1ccc(OC)cc1,-0.5%,1.0%,1%,i,-16,1,4.2%,10%,-0.6%,1.4%,

# Next compounds:
SMILES,CSM14.1 death rescue,UTI89 phage lysis,Dengue-2 NS5 capping,Yfh1-depleted yeast,WT yeast gro inh,WT yeast gro inh mutant strain,RSV antiviral HEp-2,SV40 large T antigen,West Nile virus CPE,XIAP displacement,others
O=C(COc1ccccc1Cl)Nc1ccc2c(c1)OCCO2,-1.7%,0.5%,1%,i,6,9,2.4%,6%,-0.1%,-1.7%,
CCOc1ccc(-n2c(=S)sc3c(=O)n(-c4ccccc4)c(SC)nc32)cc1,nt,0.2%,-4%,nt,nt,nt,-0.2%,3%,-0.3%,nt,
c1ccc(Sc2nc(N3CCCCC3)nc(N3CCCCC3)n2)nc1,-2.9%,0.7%,-10%,i,15,11,5.1%,10%,0.1%,-0.9%,
Cc1ccc(-c2nnn(CC(=O)N(Cc3cccs3)C(C(=O)NC3CCCCC3)c3ccco3)n2)o1 (stereo unspecified),-2.8%,3.6%,16%,?,-2,-8,1.3%,17%,-0.4%,-22%,
COc1ccc(OCCC(=O)Nc2cc(C)on2)cc1,-0.2%,0.7%,-5%,i,-2,-20,3.4%,6%,-0.2%,-3.9%,
O=C(c1ccc(S(=O)(=O)N2CCOCC2)cc1)N1CCCc2ccccc21,0.8%,0.3%,-7%,i,3,-4,3.4%,-2%,-0.9%,-4.4%,Dengue-2 NS5 capping pilot replicate=-8.2
CC(=O)CSc1nnc(-c2ccco2)n1-c1ccccc1,nt,0.0%,-1%,nt,nt,nt,0.8%,11%,0.8%,nt,
COc1ccc(N(CC(=O)Nc2ccc(C)c(C)c2)S(=O)(=O)c2c(C)n[nH]c2C)cc1,-1.4%,1.5%,-8%,nt,4,-34,2.4%,-2%,nt,-3.0%,
Cc1cc(N)n(-c2ccccc2C)n1,1.1%,-0.4%,-11%,i,-10,6,3.8%,8%,0.2%,-6.3%,
CCOc1ccc(-c2csc(NNC3=NCCCCC3)n2)cc1,-2.2%,1.2%,-1%,i,31,16,1.7%,16%,-0.7%,-6.8%,
FCCCOc1ccc(/C=N/OCc2c(Cl)cccc2Cl)cc1,1.4%,0.4%,nt,i,-1,-3,1.9%,-2%,0.1%,-2.9%,
COc1cccc2sc(Nc3nnc(-c4ccc(F)cc4)o3)nc12,3.7%,i,0%,i,2,0,-2.5%,16%,0.6%,-19%,
Cc1c(NC(=O)CC2CC(C)OC2=O)c(=O)n(-c2ccccc2)n1C (stereo unspecified),nt,-0.2%,-9%,i,nt,nt,2.1%,nt,0.7%,nt,
COc1ccc(N2CCOCC2)c(NC(=O)c2ccc(Br)o2)c1,nt,1.8%[50 µM],-4%,nt,nt,nt,1.5%,12%,0.9%,nt,
O=C(CN1C(=O)NC2(CCc3ccccc32)C1=O)Nc1ccc(N2CCOCC2)cc1 (stereo unspecified),-1.0%,0.3%,-3%,i,-18,-15,0.7%,3%,-0.1%,-4.3%,Dengue-2 NS5 capping pilot replicate=0.3
Cc1nc(NC(=O)c2ccco2)sc1-c1csc(Nc2ccc(Cl)cc2)n1,-1.5%,5.7%,-6%,i,51,32,8.6%,19%,-0.1%,-13%,
CC1(C(=O)CSc2n[nH]c(-c3ccccc3Cl)n2)CCC(=O)O1 (stereo unspecified),-2.7%,nt,nt,i,20,10,0.5%,4%,0.1%,2.1%,
COc1ccc(CN2CCNC(=O)C2CC(=O)N(C)CC2CCOCC2)c(F)c1 (stereo unspecified),nt,1.7%[50 µM],1%,nt,nt,nt,0.4%,2%,0.2%,nt,
COc1cc(NC(=O)c2cc(C(C)C)on2)c(OC)cc1Cl,-2.9%,0.9%,0%,i,49,17,3.0%,8%,-1.3%,-7.3%,
O=C1c2cccc([N+](=O)[O-])c2C(=O)N1CCO,-0.4%,0.9%,-6%,i,-8,-12,0.5%,7%,0.5%,-3.0%,
O=C(O)c1cccc2c1C(=O)c1ccccc1C2=O,-2.8%,-0.5%,0%,i,-15,13,4.1%,3%,0.3%,-12%,
COc1ccc(-c2cc(C(=O)Nc3ccc(S(N)(=O)=O)cc3)c3ccccc3n2)cc1OC,nt,0.0%,-11%,nt,nt,nt,1.1%,3%,-0.6%,nt,
COc1ccc(NC(=S)N2CCNC(=O)C2CC(=O)Nc2ccc(C)cc2)cc1 (stereo unspecified),-1.9%,2.3%,-8%,i,0,1,-0.3%,11%,-0.9%,-18%,
Cn1cccc1/C=C1\SC(=S)N(Nc2ccccc2)C1=O,nt,-1.5%,-25%,i,nt,nt,5.9%,9%,-0.1%,nt,
Cc1ccc(Cc2cnc(NC(=O)/C(C#N)=C/c3ccc(-c4ccccc4[N+](=O)[O-])o3)s2)cc1,0.1%,-1.1%,3%,nt,0,-3,14%,9%,nt,-6.1%,
O=C(CSc1ccccc1)NNC(=O)c1ccccc1O,nt,1.1%,-2%,nt,nt,nt,0.6%,31%,0.0%,nt,
CC1(C)CC(=O)/C(=C(/O)CCCN2C(=O)c3ccccc3C2=O)C(=NC(C)(C)C)C1,-0.4%,0.1%,-8%,i,-4,3,-2.6%,22%,0.3%,-10%,
O=C(N/N=C/c1ccc(C(=O)O)cc1)C(=O)N1CCCCCC1,nt,0.2%,1%,nt,nt,nt,0.0%,5%,-0.1%,nt,
CCc1sc(C(=O)Nc2ccc3c(c2)OCCO3)cc1Br,nt,0.3%,-1%,nt,nt,nt,54%,19%,-0.3%,nt,
CC1CCCCC1NC(=O)CCC(=O)N1CCOc2ccc(Cl)cc21 (stereo unspecified),nt,0.1%,2%,nt,nt,nt,nt,0%,-0.1%,nt,
